JMJD2A Tudor inh – JMJD2A Tudor domain (human) inhibition; O75164; AlphaScreen JMJD2A-Tudor / H3K4me3 peptide binding; Potency, µM (highest dose often 114 µM), without a hit: top-dose activity change, negative = inhibition, usual class: inhibitors; hit rate 4.4% among 390,000; further: potency means the concentration at half of the fitted maximal effect; on the % scale 0 is the no-effect control and ±100 the full control effect; nearly all actives have a fitted effect of over 50% in size
ALOX12 inh – ALOX12 (human) lipoxygenase inhibition; hit rate 1.1% among 580,000; AID 1671190; purified 12hLO, xylenol orange hydroperoxide absorbance; P18054; Potency, µM (series often up to 108 µM), without a hit: at the highest dose activity change, negative = inhibition, actives largely listed as inhibitors; further: potency means the concentration at half of the fitted maximal effect; on the % scale 0 is the no-effect control and ±100 the full control effect
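Purified human 12hLO at 150 nM in 25 mM Hepes, 0.01% Triton X-100, pH 7.0, preincubated 15 min at room temperature with compound. Reaction started with 40 uM arachidonic acid, 30 min at room temperature. Hydroperoxide measured by Fe-xylenol orange, 573/405 nm absorbance ratio.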
GLS inh – inhibitors of human glutaminase (GLS). AID 624170. hit rate 0.21% among 410,000. GLS enzymatic activity, qHTS titration. O94925. Potency, µM (titrated, usually from 45.5 µM), inactives show at the top dose activity change, negative = inhibition, usual class: inhibitors; further: potency means the concentration at half of the fitted maximal effect; on the % scale 0 is the no-effect control and ±100 the full control effect
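Two-point fluorescence kinetic (t0, 30 min RT) for hKGA; glutamate detected via glutamate oxidase–HRP–Amplex Red. Substrate: 1 mM L-glutamine solution; buffer 45 mM KH2PO4, pH 8.2.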
BAZ2B inh – inhibitors of human BAZ2B bromodomain; Q9UIF8; AlphaScreen BAZ2B-H3K14Ac peptide displacement; Potency, µM (top dose mostly 114 µM), for inactives: top-dose activity change, negative = inhibition, most hits filed as inhibitors; hit rate 4.4% among 360,000; further: potency means the concentration at half of the fitted maximal effect; on the % scale 0 is the no-effect control and ±100 the full control effect; nearly all actives have a fitted effect of over 60% in size
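In this displacement format the biotinylated H3(5-23) peptide acetylated at Lys14 serves as ligand at 50 nM, with BAZ2B at 50 nM in PBS pH 7.4 containing 0.01% Tween-20. Donor and acceptor beads are 10 ug/mL final.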
PI4K2A block – blocks human PI4K2A kinase activity. hit rate 0.13% among 420,000. activity change, negative = inhibition, % at 76.9 µM. Q9BTU6. purified PI4K2A, ADP-Glo luminescence, 1 h; stronger effect = lower value; in the data active means activity change below about -50%; inconclusive means mostly about -30% to -49%;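 further: -100% = wells without enzyme as full effect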
Target sequence (Q9BTU6 whole entry, looked up): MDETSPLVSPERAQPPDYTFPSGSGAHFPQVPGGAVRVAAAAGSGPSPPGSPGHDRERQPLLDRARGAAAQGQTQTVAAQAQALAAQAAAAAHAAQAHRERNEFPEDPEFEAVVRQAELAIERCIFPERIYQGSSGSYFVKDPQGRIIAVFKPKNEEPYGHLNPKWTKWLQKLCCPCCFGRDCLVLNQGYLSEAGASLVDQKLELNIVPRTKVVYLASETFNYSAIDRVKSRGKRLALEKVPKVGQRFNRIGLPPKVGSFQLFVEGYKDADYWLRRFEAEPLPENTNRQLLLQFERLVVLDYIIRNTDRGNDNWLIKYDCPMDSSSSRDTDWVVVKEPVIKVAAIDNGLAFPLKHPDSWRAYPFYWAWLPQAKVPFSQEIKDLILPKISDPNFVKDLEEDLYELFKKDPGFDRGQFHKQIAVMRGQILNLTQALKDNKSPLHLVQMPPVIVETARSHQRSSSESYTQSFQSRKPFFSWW
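In this quantitative HTS, ADP production by PI4K2A was quantified luminescently after 1 h at ambient temperature; 100 microM adenosine served as plate-quality control.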
RGS4 inh – inhibitors of human regulator of G protein signaling 4; Potency, µM (doses to about 114 µM), without a hit: top-dose activity change, negative = inhibition, usual class: inhibitors; Transcreener GDP fluorescence polarization, RGS4-accelerated GTP hydrolysis; P49798; hit rate 0.039% among 390,000; further: potency means the concentration at half of the fitted maximal effect; on the % scale 0 is the no-effect control and ±100 the full control effect; nearly all actives have a fitted effect of over 75% in size; some results filed as inactive show a strong effect at the top dose
Target sequence (P49798 whole entry, looked up): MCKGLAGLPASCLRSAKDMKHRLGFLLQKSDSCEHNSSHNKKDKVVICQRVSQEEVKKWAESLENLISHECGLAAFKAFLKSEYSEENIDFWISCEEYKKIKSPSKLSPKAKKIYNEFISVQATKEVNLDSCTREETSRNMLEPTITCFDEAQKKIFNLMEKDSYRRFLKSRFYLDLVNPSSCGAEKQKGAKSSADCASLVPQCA
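MLSMR compounds (23 nl, pin-transferred) preincubated 10 min at room temperature with a 500nM (2x) first reagent, then RGS4 at 900nM (2x) plus Transcreener GDP mix added; fluorescence polarization (620/688 nm) read before and after 90 min at 30 °C.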
ERG Ets-DNA blk – ERG Ets/DNA interaction inhibition; fluorescence polarization, His-ERG Ets domain / labelled DNA; hit rate 0.028% among 370,000; P11308; Potency, µM (titrated, usually from 76.9 µM), for the others: at the top dose FP activity, negative = inhibition, usual class: inhibitors; active means well fitted inhibition curve with a large enough effect in the polarisation, with a control signal flat; inconclusive means small, poorly fitted or top-dose-only effect, or effect the other way, or a change in a side signal; inactive means no such curve, though single readings can be large or run the other way; the % refers to the polarisation;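 further: polarization taken with two DNA probes labelled with fluorescein and Texas red; potency means the concentration at half of the fitted maximal effect; % of control where 0% means no effect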
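His-tagged ERG Ets domain (1 uM in the protein solution; 300mM KCl, 50mM Tris-HCl, 1mM EDTA, 1mM DTT, pH 7.5) received compound, then a probe mix of 5 nM fluorescein-DNA and 100nM Texas-615-DNA. Fluorescence polarization was read for both dyes.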
G9a inh – G9a (human) methyltransferase inhibition | Q96KQ7 | G9a H3K9 monomethylation, AlphaScreen, 2 h | Potency, µM (top dose mostly 102 µM), without a hit: at the top dose activity, negative = inhibition, most hits filed as inhibitors | hit rate 8.8% among 350,000; further: potency means the concentration at half of the fitted maximal effect; on the % scale 0 is the no-effect control and ±100 the full control effect; nearly all actives have a fitted effect of over 75% in size
Target sequence (Q96KQ7 913-1193 limits assumed): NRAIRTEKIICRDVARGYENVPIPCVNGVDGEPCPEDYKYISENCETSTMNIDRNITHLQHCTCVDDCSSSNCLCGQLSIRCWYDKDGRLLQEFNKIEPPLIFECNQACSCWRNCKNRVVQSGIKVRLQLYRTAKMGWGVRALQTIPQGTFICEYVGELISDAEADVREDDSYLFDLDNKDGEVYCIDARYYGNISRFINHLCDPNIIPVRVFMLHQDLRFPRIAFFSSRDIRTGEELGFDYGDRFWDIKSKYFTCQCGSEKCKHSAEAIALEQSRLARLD
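AlphaScreen detection with an anti-monomethyl H3K9 antibody quantified product after a 2 h room-temperature reaction containing 500 nM biotinylated H3K9 peptide, 20 µM SAM and 20 nM enzyme, which had been preincubated 15 min with compound.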
HP1b chromo inh – inhibitors of HP1-beta chromodomain binding to methylated histone tails; P83916; AlphaScreen HP1-beta / biotin-H3K9me3 peptide binding; Potency, µM (top dose mostly 114 µM), inactives show at the top dose activity change, negative = inhibition, most hits filed as inhibitors; hit rate 0.56% among 390,000; AID 540317; further: potency means the concentration at half of the fitted maximal effect; nearly all actives have a fitted effect of over 70% in size; inactives centre near 23
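AlphaScreen: HP1-beta (50 nM) preformed 30 min with biotin-H3(1-18)K9me3 peptide (50 nM) in PBS pH 7.4, 0.01% Tween-20. Compound added for 30 min at RT, then streptavidin donor/nickel chelate acceptor beads (10 ug/mL) for 30 min.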
* marks the source's active call; other numbers are inactive results; i = inactive; ? = inconclusive; · = not tested or not shown; [ ] = remark or other dose. Unless noted, the call rests on the fitted dose curve; in most records, active means well fitted curve in the direction sought with a large enough effect; inconclusive means small, poorly fitted or top-dose-only effect, or another doubt; inactive means no such curve, though single readings can be large; an effect the other way counts as inactive or inconclusive.

SMILES | JMJD2A Tudor inh | ALOX12 inh | GLS inh | BAZ2B inh | PI4K2A block | RGS4 inh | ERG Ets-DNA blk | G9a inh | HP1b chromo inh
COc1cccc(NC(=O)c2oc3ccccc3c2NC(=O)C23CC4CC(CC(C4)C2)C3)c1 | -20% | -17% | -16% | ? | 2 | 15% | -6% | -26%[59 µM] | 18%
Cc1oc(-c2cc(F)ccc2F)nc1CN1CCCN(C(=O)c2ccco2)CC1 | -11% | 5% | 4% | -1% | 5 | 0% | 1% | -7% | 15%
O=C(NCC1CCN(Cc2ccc(F)cc2)CC1)C1CCCN(c2ncnc3c2nc2n3CCCCC2)C1 (stereo not drawn) | -23% | 9% | 5% | -15% | -6 | -30% | 5% | -7% | 13%[57 µM]
c1ccc(Nc2ccccc2Nc2ccccn2)nc1 | -21% | 5% | 22% | -7% | -3 | -1% | -6% | ? | 12%
CC(=O)c1ccc(NC(=O)CSc2nnc(NC(=O)NC3CCCCC3)s2)cc1 | -1% | -17% | 7% | 3% | -3 | -7% | -6% | -4%[59 µM] | 22%
Cc1ccc(C)c(N2CCN(C(=O)CCC(=O)Nc3nnc(CC(C)C)s3)CC2)c1 | -7% | -2% | 1% | -3% | -1 | 7%[11.4 µM] | 1% | 61%[activator] | 68%[activator]
CC(=O)N1CCN2C(=O)C1CCCC(=O)c1cc(C)ccc12 (stereo not drawn) | -6% | 5% | -6% | -2% | 6 | 2% | 1% | 20%[59 µM] | 39%
Cc1cccc(C)c1-n1nnnc1SCC(=O)N1CCNC1=O | 3% | 0% | -1% | 3% | 1 | -21% | 2% | 45µM* | 29%
O=C(NCCCn1ccnc1)c1cc(Cl)cc(Cl)c1 | -15% | i | -4% | -1% | 3 | -35%[56.9 µM] | -9% | -9%[2.33 µM] | 73%[activator]
Cc1cc(C(=O)Nc2ccccc2N2CCCCC2)no1 | 55%[activator] | ? | 1% | 21% | -3 | 9% | 2% | 162%[activator] | 101%[activator]
Cc1ccc2nc(Nc3ccccc3O)nc(-c3ccccc3)c2c1 | ? | -25% | 13% | -30% | 2 | 14% | · | ? | -7%
CN1CCN(C(=O)C(C(=O)c2ccc(F)cc2)n2ccccc2=O)CC1 (stereo not drawn) | 1% | 3% | 9% | -4% | -3 | -2% | -8% | 2% | 45%[activator]
Nc1c(C(=O)CSc2ncccn2)c(=O)[nH]c(=O)n1C1CC1 | -23% | -10% | -5% | 4% | 0 | 9% | 5% | ? | 18%
Cc1c(Cl)cnc(NC(=O)COC(=O)c2ccc3c(c2)OCO3)c1Cl | -16% | -24% | 4% | -35% | 0 | -20% | 5% | 4%[59 µM] | 19%
COc1ccc2c(c1)c1ncn(CCN3CCNCC3)c(=O)c1n2C | -23% | 18% | 3% | -5% | -12 | 9% | -12% | 24%[59 µM] | 24%
O=C(CCC1N=C2c3ccccc3N=C(SCc3ccc(F)cc3)N2C1=O)NCCc1ccccc1 (stereo not drawn) | -29% | -26% | -1% | 10% | 1 | -18% | 0% | 0%[59 µM] | 75%[activator]
COc1cc(NCc2ccccc2O)c2ncccc2c1 | -29% | 8% | -5% | ? | -7 | -13% | -8% | 27% | 19%
CCOc1ccc(NC(=O)CN2CCN(C3CCCCC3)C(=O)C2=O)cc1 | -19% | -16% | 1% | -6% | -3 | 19% | -12% | -5%[59 µM] | 0%
Cc1c(/C=N/NC(=O)CNc2ccccc2)c2ccccn2c1C(=O)c1ccc(Cl)cc1 | -14% | -1% | 12% | -5% | 3 | -8% | 0% | -19% | -3%
CSc1ccc(CN(C)C(=O)CSCC(=O)Nc2ccc(C)cc2)cc1 | -25% | -25% | -3% | -7% | -2 | 13% | -5% | 13%[0.501 µM] | 23%
CCCCc1ccc(NC(=O)c2ccc(NS(C)(=O)=O)cc2)cc1 | -10% | -3% | 3% | -1% | 2 | 22% | 13% | -5% | 7%
Clc1cccc(Cl)c1OCCOCCNCc1ccccc1 | 20µM* | ? | -1% | 56µM* | 0 | -16% | -2% | · | ?
CCOc1ccc(CCNC(=O)Cc2nn[nH]n2)cc1OCC | 26%[11.4 µM] | ? | 1% | -34% | -6 | -10%[11.4 µM] | ? | ? | 5%
C=CCn1c(N2CCN(c3ccc(OC)cc3)CC2)nc2c1c(=O)n(C)c(=O)n2C | -26% | 1% | -3% | ? | -5 | -14% | -3% | 18%[59 µM] | -5%
CCCNC(=O)C(Cc1ccccc1)NC(=O)c1ccc(-c2ccccc2)cc1 (stereo not drawn) | -14% | 8% | 1% | -9% | -2 | -27% | 5% | 3%[0.501 µM] | 69%[activator]
O=C(CSc1n[nH]c(-c2ccco2)n1)N1c2ccccc2Sc2ccccc21 | -26% | -13% | -11% | 56µM* | -3 | -7% | 2% | 50µM* | -10%
Cc1c(C(=O)N(CC(C)C)c2c(N)n(Cc3ccccc3)c(=O)[nH]c2=O)sc2nc3n(c(=O)c12)CCC3 | -14% | ? | 3% | 3% | -5 | -4% | -2% | 17%[2.33 µM] | 7%
CN(C)C(=O)CSc1ccc(S(=O)(=O)N2CCOCC2)cn1 | -11% | 2% | -4% | 9% | 3 | 17% | -6% | -3%[12.7 µM] | 26%
COC(=O)c1ccc(OCC(=O)c2ccc(O)cc2O)cc1 | -16% | -6% | 20% | 2% | -2 | -30% | 0% | 8% | 33%
CC(C)OP(=O)(OC(C)C)C1(NS(=O)(=O)c2ccc(Cl)cc2)C=C(Cl)C(=O)C(Cl)=C1 | -1% | ? | -8% | ? | -4 | -3% | 2% | · | 62%[activator]
CCn1c(=O)cc(SCC(=O)NCCC2=CCCCC2)c2ccccc21 | -11% | ? | 0% | 6% | 5 | 23% | -1% | ? | 10%
CC(=O)Nc1ccc(Nc2nc3ccccc3nc2NS(=O)(=O)c2ccc(Cl)c([N+](=O)[O-])c2)cc1 | ? | ? | 3% | · | -1 | -31% | · | · | -23%
Cc1ccc(N2CC(C(=O)NCCC3=CCCCC3)CC2=O)cc1 (stereo not drawn) | -9% | ? | -1% | -5% | -2 | -4% | -2% | 0%[59 µM] | 28%
COc1ccc(CC(=O)Nc2cccc(S(=O)(=O)N3CCCC3)c2)cc1OC | 6% | 0% | 0% | -5% | 5 | 12% | -2% | 14%[2.33 µM] | 22%
CC(=O)N1CCN(C(=O)C2(NC(=O)Nc3ccccc3Cl)CCCCC2)CC1 | 4% | -5% | 7% | 1% | -1 | 9% | -6% | 12% | 11%
S=C1NNC2(CC3CC2C2CCCC32)NN1 (stereo not drawn) | ? | ? | 10% | -23% | 1 | -16%[56.9 µM] | 1% | 1.8µM* | -5%

Whole records as entered above. Values in the order: JMJD2A Tudor inh | ALOX12 inh | GLS inh | BAZ2B inh | PI4K2A block | RGS4 inh | ERG Ets-DNA blk | G9a inh | HP1b chromo inh
CC(=O)N1CCN(C(=O)C2(NC(=O)Nc3ccccc3Cl)CCCCC2)CC1 reads 4% | -5% | 7% | 1% | -1 | 9% | -6% | 12% | 11%
Cc1oc(-c2cc(F)ccc2F)nc1CN1CCCN(C(=O)c2ccco2)CC1 reads -11% | 5% | 4% | -1% | 5 | 0% | 1% | -7% | 15%

(continued)
SMILES | JMJD2A Tudor inh | ALOX12 inh | GLS inh | BAZ2B inh | PI4K2A block | RGS4 inh | ERG Ets-DNA blk | G9a inh | HP1b chromo inh
O=C(CNC(=O)OCc1ccccc1)NC1(C(=O)O)CCCC1 | -3% | -11% | -4% | · | -2 | ? | -15% | · | 42%[activator]
Cc1ccc(C(=O)Nc2ccc(C)c(S(=O)(=O)N(C)C)c2)s1 | -10% | -17% | 5% | 10% | 1 | 7% | -6% | 23%[59 µM] | 6%
Nc1nccnc1C(=O)OCC(=O)C12CC3CC(CC(C3)C1)C2 | -18% | -10% | -2% | 13% | -2 | -8% | 9% | -4% | -7%
O=C(CNC(=O)c1ccc(Cl)cc1)NCC(F)(F)F | 2% | -8% | -1% | -15% | 1 | 11% | 2% | -40%[59 µM] | 27%
O=C(Cn1c(-c2cscn2)nc2ccccc21)Nc1cc(F)ccc1F | -30% | -17% | 6% | -26% | -10 | 7% | 0% | 28%[12.7 µM] | 22%
CCCCN(C(=O)COC(=O)c1ccc(C=O)cc1)c1c(N)n(CCC)c(=O)[nH]c1=O | -4% | 29% | 0% | -1% | -10 | -48% | 14%[15.4 µM] | 24%[12.7 µM] | 46%[activator]
COc1cc(OC)c(C(=O)OCC(=O)Nc2cc(C)on2)cc1OC | -5% | -9% | 0% | 5% | -1 | 9% | 6% | 24% | 29%
CC(=O)Nc1ccc(C(=O)COC(=O)CCN2C(=O)C3CC=CCC3C2=O)cc1 (stereo not drawn) | -17% | -7% | 0% | -18% | 4 | -2% | -18% | 27% | 19%
COc1ccc2[nH]c(C(=O)Nc3ccc4c(c3)OCO4)cc2c1 | -22% | ? | 0% | -11% | -2 | 7% | 0% | ? | 66%[activator]
Cc1ccc(C2=NS(=O)(=O)N(C)C(C(=O)NCc3ccc(F)cc3)=C2)cc1 | ? | -24% | 1% | -12% | -1 | 7% | 3% | ? | -2%
CN(CCc1ccccn1)C(=O)CCC1CCCN(C(=O)c2ccsc2)C1 (stereo not drawn) | -4% | ? | 3% | 13% | -8 | -9% | 7% | · | 49%
Cc1cccc(-n2nnnc2SCc2csc(-c3ccccc3)n2)c1 | 5%[11.4 µM] | ? | -15% | 41%[activator] | -7 | -3%[11.4 µM] | 2% | 28%[59 µM] | 39%[activator]
COc1cccc(N2CCN(C(=O)c3ccc(=O)oc3)CC2C)c1 (stereo not drawn) | -13% | -9% | 25% | 14% | 9 | 2% | -2% | ? | 8%

Not all compounds are listed (hit frequency here may not be typical).
